From PubChem
HCMV antiviral: qHTS Assay for inhibitors of the human cytomegalovirus (HCMV). HFF cells, HCMV-luciferase reporter, 72 h; active compounds read low. activity change, negative = inhibition, % at 57.5 µM. 410,000 compounds, 4.5% hits. AID 1259415, 2018; in the data active = activity change below about -60%; inconclusive = no clear call, values can overlap the other calls; inactive = above about -39%
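Cell-based, HFFs, 1000 cells/well, 16 h 37C; cpds in DMSO + HCMV-luc, MOI 1 PFU/cell; 72 h 37C; OneGlo luminescence after 5 min RT; norm. to buffer vs Salinomycin 10uM.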
HCV inh: qHTS Assay for Inhibitors of Hepatitis C Virus (HCV); AID 651820, 2012; 340,000 compounds, 3.4% hits; Potency, µM (series often up to 41.8 µM), for the others: at the highest dose activity change, negative = inhibition, actives largely listed as inhibitors; Huh7.5.1 HCVcc-Cre infection, luciferase reporter, 44 h; active = well fitted inhibition curve with a large enough effect; inconclusive = small, poorly fitted or top-dose-only effect, or another doubt; inactive = no such curve, though single readings can be large or run the other way; note: potency is the fitted concentration of half-maximal effect
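Infectious HCV cell culture screen: compound-treated cells (1,000/well, pre-plated 4 h) are infected with HCVcc-Cre at roughly 0.5 moi and grown 44 h. Infection is quantified by luciferase signal after 15 min substrate incubation at room temperature.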
* marks the source's active call; other numbers are inactive results; ? = inconclusive; [ ] = another dose, or the depositor's remark. % is set by controls: 0 for no effect and ±100 for the full control effect.

Every second line gives: HCMV antiviral	HCV inh
CC(C)CN(CC(C)C)c1nn[nH]n1
 : -21	13%
C[N+](C)(C)CC1CCCC(C[N+](C)(C)C)C1=O (stereo not drawn)
 : -28	2.2µM*
CN1/C(=C/C(=O)COC(=O)CN2C(=O)C3CC=CCC3C2=O)C(C)(C)c2ccccc21 (stereo not drawn)
 : -1	-22%
CCOC(=O)c1ccccc1NC(=O)COC(=O)c1ccc(OCC(=O)N2CCOCC2)c(OCC)c1
 : 0	?
COc1cc(C(=O)Nc2ccc(S(=O)(=O)N3CCCCC3)cc2)ccc1OCC(=O)N1CCOCC1
 : -9	0%
COc1ccc(-c2noc3c2-c2nc(-c4ccccc4C)sc2CC3)cc1
 : 32	?
CCOC(=O)/C=C/c1ccc2c(c1)S(=O)(=O)N(Cc1ccc(OC)cc1)[C@H]2CC(=O)OCC
 : -9	-4%
Cn1c(=O)c2[nH]c(CCCc3nc4ccccc4[nH]3)nc2n(C)c1=O
 : -10	0%
COc1ccccc1/C=C/C(=O)c1cc(Br)ccc1OC(=O)c1ccco1
 : 15	?
O=C(CCN1CC2CCC(CC2)C1)c1cccs1
 : 20	?
Cc1ccc(S(=O)(=O)N2CCN(C(=O)CN3CCN(c4ccc(O)cc4)CC3)CC2)cc1
 : ?	-7%
COc1cc(NC(=O)COC(=O)C2CC(O)CN2S(=O)(=O)c2ccc(Cl)cc2)c(C)cc1[N+](=O)[O-] (stereo not drawn)
 : ?	0%
COc1c(F)c(F)c(-c2csc(N)n2)c(F)c1F
 : 41	-2%
O=C(O)C1Oc2ccccc2C1c1ccccc1 (stereo not drawn)
 : -17	1%
CC(C)C[C@@H](CNCC(=O)[C@H](CC(C)C)NC(=O)c1[nH]cnc1C(=O)N[C@H](CN)CC(C)C)NC(=O)c1nc[nH]c1C(=O)N[C@@H](Cc1ccccc1)C(=O)O
 : -3	1%

Next results
Every second line gives: HCMV antiviral	HCV inh
CCc1nnc(NC(=O)CCC2CCCCC2)s1
 : 35	10%
Cc1ccc(NC(=O)c2ccc(S(=O)(=O)N3CCCC3)cc2)cc1
 : -31	13%
CCCNC(=O)Cn1c(=O)/c(=C/c2ccc(-c3ccc([N+](=O)[O-])cc3)o2)s/c1=C\C(=O)C(C)(C)C
 : -96*	?
C#CCOCCOCCOCCNc1nc(N2CCN(C(=O)[C@H]([C@@H](C)CC)n3cc(CCC(=O)O)nn3)CC2)nc(N2CCN(C(=O)[C@H](CCCCN)n3cc(CCCC)nn3)CC2)n1
 : 13	-21%[8.37 µM]
O=C1C=C(N2CCOCC2)CCC1
 : -26	24%
COc1ccc2c(c1)C(CC(=O)NN)CCC2 (stereo not drawn)
 : -18	-4%
CCN(CC)C(=O)Cn1cc(S(=O)(=O)CC(=O)NCc2ccc(C)cc2)c2ccccc21
 : 12	30%[activator]
COC(=O)c1cc2c(n(-c3ccccc3)c1=O)CCCC2=O
 : -13	34%[activator]
CC(=O)Nc1nc2c(F)cccc2s1
 : 20	-3%
C=CCNC(=S)N/N=C/c1ccc(-c2ccc(Cl)cc2Cl)o1
 : ?	-22%
CN(CCC#N)C(=O)COC(=O)c1c2c(nc3ccccc13)/C(=C\c1ccco1)CC2
 : ?	13µM*
NC(=O)c1cnccc1C=Cc1ccccc1
 : ?	-4%
S=C(c1cccs1)N1CCN(c2ccccc2)CC1
 : -22	-13%
Cc1c(C(=O)OC(C)C)sc(NC(=O)c2cnccn2)c1C(=O)OC(C)C
 : -33	-11%
COc1ccc(CNC(=O)[C@@H]2CC=C[C@@H]3CCN(C4CCCCC4)C(=O)[C@@H]32)cc1
 : -17	4%

Continued:
Every second line gives: HCMV antiviral	HCV inh
O=c1cc(C=NNc2ccc([N+](=O)[O-])cc2)[nH]c(=O)[nH]1
 : 4	-19%
Nc1ccccc1C(=O)NCCCN1CCN(c2cccc(Cl)c2)CC1
 : 97	-8%
O=C(NCCCNC(=O)NC1CCCCC1)NC1CCCCC1
 : -14	16%
CN(C)N1C(=O)c2c(Cl)c(Cl)c(Cl)c(Cl)c2C1=O
 : 10	19%
OC(CNc1ccnc2cc(Cl)ccc12)CNC1CCCCC1 (stereo not drawn)
 : -78*	?
O=C(CCCCn1cnc2c(=S)nc[nH]c21)Nc1ccc(C(=O)O)c(O)c1
 : -73*	5%
O=C(NN=Cc1cccc2ccccc12)C(=O)NN=Cc1cccc2ccccc12
 : -16	-6%
O=C1/C(=C\c2ccc(Cl)c(Cl)c2)CN(C(=O)CCN2CCOCC2)C/C1=C/c1ccc(Cl)c(Cl)c1
 : -102*	?
CN(C(=O)c1cccc(NC(=O)Cc2ccc(NC(=O)C3CCN(C(=O)C4CCCC4)CC3)cc2)c1)C1CCCC1
 : 10	?
COc1ccc(N(CC(=O)NCc2cccnc2)S(=O)(=O)c2ccccc2)c(OC)c1
 : ?	-6%
Cc1c(C(=O)N2CCN(c3ccccn3)CC2)sc2ncnc(N3CCN(c4ccccc4)CC3)c12
 : -6	?
CC1CCCC12NC(=O)NC2=O (stereo not drawn)
 : 31	8%
CN1C(=O)C(c2ccccc2)C(=O)N(C)C1=O
 : -6	15%
CC(Nc1nc(-c2ccc(Cl)cc2)cs1)c1nc2cc(Cl)c(N3CCCCC3)cc2n1CCOCCO (stereo not drawn)
 : 25	?
Cc1ccc(NC(=O)Nc2ccccc2)nc1
 : 33	-22%

(next part)
Every second line gives: HCMV antiviral	HCV inh
O=C1C2C3C=CC(O3)C2C(=O)N1N=Cc1ccc2c(c1)OCO2 (stereo not drawn)
 : 7	-2%
CC(=O)Nc1cc2c3ccccc3n(C)c2cc1[N+](=O)[O-]
 : -14	?
O=C(CCC1CCCN(C(=O)c2cc3ccccc3o2)C1)NCc1ccc(F)c(F)c1 (stereo not drawn)
 : 42	-28%
COC(=O)C1=C(C(=O)OC)[C@@H]2N(Cc3ccccc3)c3ccccc3[C@@]23C[C@@H](C(=O)OC)N(C(=O)NC2CCCCC2)C3=N1
 : 11	-5%
CC(C)N1CCC(=O)NC1=O
 : -8	0%
O=C(NCCCCc1ccccc1)c1cccc(NC(=O)c2ccccc2)c1
 : 0	-60%
CC12CCC(C(S(=O)(=O)Nc3ccccc3)C1=O)C2(C)C (stereo not drawn)
 : -28	16%
CC(C)=CCCC(C)N(C=O)C(C)CCC=C(C)C (stereo not drawn)
 : -32	3%
COc1cc(OC)nc(Oc2ccccc2C=O)n1
 : 33	8%
COc1ccc(C(=O)N/N=C\C(C)=C\c2ccccc2)cc1OC
 : 7	?
CCN1C[C@@H]2[C@@H]3C(=O)N(C)C(=O)[C@@H]3[C@](C)(C1=O)N2C(=O)c1ccc(Cl)c(Cl)c1
 : -13	20%
CCOC(=O)C1(c2ccccc2)CCN(CC(O)c2ccc(NC(C)=O)cc2)CC1 (stereo not drawn)
 : -2	8%
O=C(O)C[C@H]1c2cc(C(F)(F)F)ccc2S(=O)(=O)N1C1CCCCC1
 : -16	14%
CC(C)C[C@@H](CN)NC(=O)c1nc[nH]c1C(=O)N[C@@H](CC(C)C)C(=O)CNC[C@H](C)NC(=O)c1nc[nH]c1C(=O)N[C@@H](C)C(=O)O
 : -19	-13%
COc1ccc(-c2ccc3oc(-c4ccc(OC)cc4)c(C#CC4(O)CCCCC4)c3c2)cc1
 : 50	?

Structural class, the entries above with fluorine.
Every second line gives: HCMV antiviral	HCV inh
COc1c(F)c(F)c(-c2csc(N)n2)c(F)c1F
 : 41	-2%
CC(=O)Nc1nc2c(F)cccc2s1
 : 20	-3%
O=C(CCC1CCCN(C(=O)c2cc3ccccc3o2)C1)NCc1ccc(F)c(F)c1 (stereo not drawn)
 : 42	-28%
O=C(O)C[C@H]1c2cc(C(F)(F)F)ccc2S(=O)(=O)N1C1CCCCC1
 : -16	14%

Next part:
Every second line gives: HCMV antiviral	HCV inh
O=C(NNC(=O)c1ccc2ccccc2c1)c1ccc(Cl)cc1
 : -39	-4%
COc1ccccc1C=NN=C1c2ccccc2-c2ccccc21
 : -15	?
CCOC(=O)c1c(C)[nH]c(C(=O)OCC(O)=C(C#N)c2nc3ccccc3[nH]2)c1C
 : 17	-14%
O=C(NN=Cc1cccc2ccccc12)C1CC1
 : -14	-4%
O=C(NCc1ccco1)C1CC(c2ccc(C(F)(F)F)cc2)=NO1 (stereo not drawn)
 : 6	?
COc1ccc(CNC(=O)Cn2cc([N+](=O)[O-])cn2)cc1
 : 23	12%
O=S(=O)(CCNCc1ccco1)NC1CCCCC1
 : 9	0%
COc1cccc(CCc2nc3ccccc3c(=O)n2N)c1
 : 7	-26%
O=C(O)C1OCC2(CO1)COC(C(=O)O)OC2 (stereo not drawn)
 : -10	13%
CCCSc1ncnc2[nH]ncc12
 : -36	1%
Cc1ccc2nc(N3CCN(C(=O)c4ccccc4F)CC3)c(C#N)cc2c1
 : -19	-26%
COc1ccc(N=Cc2ccccc2O)cc1
 : 67	-10%
O=c1[nH]cncc1OCc1ccccc1
 : -14	-6%
COc1cc(OC)cc(C(=O)NCC(C)NC(=O)c2cc(OC)cc(OC)c2)c1 (stereo not drawn)
 : 14	-20%
Cc1ccc(NC(=O)c2ncn(CCCNCCCc3ccccc3)n2)cc1C
 : -33	?

Other compounds
Every second line gives: HCMV antiviral	HCV inh
COc1ccc(NC(=O)CCC(=O)c2ccc(F)cc2)cc1
 : 28	-4%
O=C(Nc1cccc(C2=NCCN2)c1)Nc1cccc(C2=NCCN2)c1
 : -81*	-60%
CC(=O)Nc1cccc2c1Cc1cc([N+](=O)[O-])ccc1-2
 : -98*	16%
Cn1cnc2c(cnn2C)c1=N
 : 9	5%
Cc1ccc(NC(=S)NNC(=S)Nc2ccc(C)cc2)cc1
 : 0	?
C[C@H]1CCC[C@@]2(O[C@H](CCO)C[C@@H](O)[C@@H]2O)O1
 : -17	11%[8.37 µM]
Cc1ccccc1OCC(O)COc1ccccc1C
 : -100*	-22%
COc1ccc(/C=C/C=C2C(=O)NC(=S)NC2=O)cc1
 : 7	?
COc1ccc(-c2oc3cc(O)c(OC)c(O)c3c(=O)c2OC)cc1O
 : -62*	3%
CC1=C(C/C(C)=C/c2ccccc2)/C(=C/CO)[C@H](O)[C@](C)(O)C12CC2
 : -1	-13%
COCCn1c(=NC(=O)CCS(=O)(=O)c2ccccc2)sc2ccccc21
 : 8	?
O=C(O)C(C1CCCCC1)C1(O)CCCC1 (stereo not drawn)
 : 22	0%
CCN(CC)c1nc(NN)nc(Nc2ccc(C)c(Cl)c2)n1
 : 30	3%
CCOC(=O)C1(NC(=O)CN2C(=O)c3ccccc3C2=O)CCCC1
 : -17	26%
C=CCn1c(=O)/c(=C/c2ccsc2)s/c1=C(\C#N)C(=O)NCCN1CCOCC1
 : 0	-17%

Continuation:
Every second line gives: HCMV antiviral	HCV inh
CCOC(=O)C(C#N)=CN1CCNc2ccccc21
 : 37	1%
COc1ccc(-n2cnc3c(N)nc(N)nc32)cc1
 : -25	19%
CCN(CC)CCNC(=O)C(=O)NCC1OCCN1S(=O)(=O)c1cccs1 (stereo not drawn)
 : 14	29%
O=c1[nH][nH]c(=O)c2c1[nH]c(=S)n2Cc1ccccc1
 : 17	-24%
O=[N+]([O-])c1ccc(Nc2cccc3c2[nH]c2c(-c4ccccc4)nccc23)c([N+](=O)[O-])c1
 : ?	?
O=C(Oc1nsnc1N1CCOCC1)N1CCCC1
 : 20	1%
O=C(NN=Cc1c(O)ccc2ccccc12)C1CC1
 : -26	?
O=C(c1ccc(F)cc1)C1CCN(C(=O)c2ccc(Cl)cc2)CC1
 : -31	-18%
O=[N+]([O-])c1cccc(COc2cccc(CN3CCCCC3)c2)c1
 : -11	-30%[8.37 µM]
Cc1ccc2oc(=O)ccc2c1
 : 40	3%
O=S1(=O)CCOC[C@H](Cc2ccccc2)N1Cc1cccc(F)c1
 : -18	7%
O=C(O)c1ccc(C=NN2CCCCCC2)cc1
 : 21	10%
OCCCn1c(C2CCCN2c2nc(-c3ccc(Cl)cc3)cs2)nc2cc(Cl)c(N3CCCCC3)cc21 (stereo not drawn)
 : -16	-4%
O=C(Cn1cc(COc2ccccc2[N+](=O)[O-])nn1)c1ccc(O)cc1
 : 15	4%
CC1(C)OC2OC(C3COC(=O)O3)C(OC(=O)c3ccccc3)C2O1 (stereo not drawn)
 : 9	7%

Following part.
Every second line gives: HCMV antiviral	HCV inh
Cn1cnnc1SCc1ccc(C(=O)N/N=C(/CCC(=O)O)c2ccc(C(C)(C)C)cc2)cc1
 : 5	-1%
CCc1ccccc1S(=O)(=O)Cc1ccc(C(=O)NC(C)C)o1
 : -1	-15%
COc1ccc(-c2cn3c(C)c(C(=O)N4CCCc5ccccc54)sc3n2)cc1
 : ?	11µM*
CCN1C(=O)Nc2cccc3cccc1c23
 : -11	?
CN(Cc1ccccc1)Cc1ccccc1C(O)c1ccccc1 (stereo not drawn)
 : -27	?
CCOC(=O)C1(CCOc2ccccc2)CCN(Cc2ccc(OCC)c(CO)c2)CC1
 : -20	14µM*

A second format for some results above:
molecule,HCMV antiviral,HCV inh
CCc1ccccc1S(=O)(=O)Cc1ccc(C(=O)NC(C)C)o1,-1,-15%
CCOC(=O)C1(CCOc2ccccc2)CCN(Cc2ccc(OCC)c(CO)c2)CC1,-20,14µM*

Not all compounds are listed; count on the stated rates, not on these rows.
